# Screens: PubChem BioAssay, National Center for Advancing Translational Sciences (NCATS)
# TRHR enhancer = allosteric enhancers of human TRH receptor. AID 493056. P34981. 360,000 tested, 0.66% active. TRHR cells, fluo-8 calcium fluorescence, EC20 TRH enhancement. enhancement, % at 2 µM; in the data active = enhancement above about 30%; note: 0% is about no effect
# Target sequence (P34981 whole entry, looked up): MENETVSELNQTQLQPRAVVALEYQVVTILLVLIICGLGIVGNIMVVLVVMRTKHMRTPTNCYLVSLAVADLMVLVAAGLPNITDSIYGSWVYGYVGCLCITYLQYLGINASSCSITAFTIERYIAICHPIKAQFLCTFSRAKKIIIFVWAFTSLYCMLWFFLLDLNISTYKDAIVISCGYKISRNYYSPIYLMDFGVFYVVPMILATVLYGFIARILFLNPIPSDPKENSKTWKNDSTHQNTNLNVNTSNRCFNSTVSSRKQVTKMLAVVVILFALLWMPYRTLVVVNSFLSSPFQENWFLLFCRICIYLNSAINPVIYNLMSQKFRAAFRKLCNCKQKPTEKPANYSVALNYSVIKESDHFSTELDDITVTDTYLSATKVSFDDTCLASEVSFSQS
#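 TRHR-expressing cells loaded with fluo-8 calcium dye were read kinetically (ex 480/em 530) during compound addition, then stimulated with an EC20 of TRH (10 nM final). Enhancement of the Gq-mediated intracellular calcium response was scored.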
# USP1 inh = blocks the human USP1/UAF1 deubiquitinase complex; AID 743255; O94782; recombinant USP1/UAF1, Ub-Rhodamine cleavage fluorescence; Potency, µM (doses to about 57.1 µM), inactives show at the highest dose activity change, negative = inhibition, usual class: inhibitors; 390,000 tested, 0.23% active; note: potency is the fitted concentration of half-maximal effect; % is set by controls: 0 for no effect and ±100 for the full control effect; nearly all actives have a fitted effect of over 60% in size; inactives centre near -12
#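 1 nM enzyme complex + cpd, 15 min RT; start with Ub-Rho 150nM final; kinetic fluorescence ex 480/em 540, 6 reads q60 s. Buffer 50mM HEPES pH 7.8, 0.5mM EDTA, 0.1 mg/ml BSA, 1mM TCEP, 0.01% Tween-20.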
# PI4K2A inh = PI4K2A (human) kinase inhibition | Q9BTU6 | purified PI4K2A, ADP-Glo luminescence, 1 h; active compounds read low | activity change, negative = inhibition, % at 76.9 µM | 420,000 tested, 0.13% active | AID 1346378; in the data active = activity change below about -50%; inconclusive = mostly about -30% to -49%;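 note: -100% = wells without enzyme as full effect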
#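 ADP-Glo luminescence measured ADP generated by PI4K2A enzyme (4 ug/mL before mixing) with 1.2 mM PI substrate (pre-mix) and 300 microM ATP (pre-mix). Tris pH7.5 buffer with MgCl2, Triton X-100; 1 h reaction at ambient temperature.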
# TRHR ag = agonists of human TRH receptor; P34981; TRHR cells, calcium flux fluo-8, FDSS agonist mode; activation, % at 2 µM; 360,000 tested, 0.18% active; AID 493084; in the data active = activation above about 30%; note: 0% is about no effect
#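 Steps: seed TRHR cells overnight; add fluo-8 no-wash Ca dye, RT 30 min–1.5 h; record 10 s baseline; pin-transfer compounds; monitor fluorescence 1 cycle/s for the agonist window. Calcium increases flag candidate agonists.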
# IDH1 R132H inh = inhibitors of human mutant IDH1 R132H; 390,000 tested, 0.093% active; O75874; IDH1-R132H enzyme, NADPH consumption, diaphorase/resazurin fluorescence; Potency, µM (top dose mostly 76.6 µM), without a hit: at the highest dose activity change, negative = inhibition, usual class: inhibitors; note: potency is the fitted concentration of half-maximal effect; % is set by controls: 0 for no effect and ±100 for the full control effect; nearly all actives have a fitted effect of over 65% in size
#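 IDH1-R132H (0.5 ug/mL dispensed) in pH 7.5 Tris buffer was preincubated 30 min with compound, then given a substrate mix of 0.016 mM NADPH and 2 mM alpha-KG for 80 min at room temperature; remaining NADPH was read by diaphorase/resazurin fluorescence.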
# D2 agonist = activates the human D2 dopamine receptor; P14416; HEK293 T-REx D2 cells, calcium flux agonist mode; activation, % at 2 µM; 340,000 tested, 0.53% active;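 active = activation over 3 SD above normal in the single-dose calcium agonist read, cut at about 30% in these data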; note: 0% is about no effect
#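 Tetracycline-induced HEK293 Trex cells with D2 receptor force-coupled to calcium signaling, plated overnight at 30 C and loaded with no-wash calcium dye. Calcium flux read kinetically for 180 s after compound addition; responses flag agonists.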
# TrxR1 substrate = is turned over as a substrate by rat TrxR1; AID 588456; 390,000 tested, 0.01% active; purified TrxR1 substrate turnover, NADPH consumption readout; Potency, µM (highest dose often 114 µM), for inactives: at the top dose activity change, negative = substrate turnover; note: potency is the fitted concentration of half-maximal effect; % is set by controls: 0 for no effect and ±100 for the full control effect; nearly all actives have a fitted effect of over 50% in size
# Target sequence (O89049 whole entry, looked up): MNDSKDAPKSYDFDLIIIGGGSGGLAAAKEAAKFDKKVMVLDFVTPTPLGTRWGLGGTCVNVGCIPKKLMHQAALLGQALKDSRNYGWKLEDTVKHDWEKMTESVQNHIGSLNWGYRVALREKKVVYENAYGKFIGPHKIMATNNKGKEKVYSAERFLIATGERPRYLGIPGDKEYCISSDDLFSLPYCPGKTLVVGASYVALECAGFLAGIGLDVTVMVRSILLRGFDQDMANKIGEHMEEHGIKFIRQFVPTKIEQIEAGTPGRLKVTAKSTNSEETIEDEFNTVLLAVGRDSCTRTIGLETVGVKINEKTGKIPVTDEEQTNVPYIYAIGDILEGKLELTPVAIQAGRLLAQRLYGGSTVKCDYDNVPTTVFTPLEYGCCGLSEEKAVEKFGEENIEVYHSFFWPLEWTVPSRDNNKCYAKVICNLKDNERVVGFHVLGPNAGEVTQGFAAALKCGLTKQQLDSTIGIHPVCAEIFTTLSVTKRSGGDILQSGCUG
#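 Rat TrxR1, dispensed at 90 nM, was prereduced with 400 uM NADPH (final) for 5 min at ~22 deg C, then incubated with compound 15 min before 400 uM selenite. A first-read NADPH fluorescence drop versus no-compound background flagged substrates.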
# TrxR1 inh = rat TrxR1 inhibition; O89049; recombinant rTrxR1, NADPH fluorescence consumption, selenite substrate; Potency, µM (doses to about 114 µM), for inactives: at the top dose activity change, negative = inhibition, hits mostly inhibitors; 390,000 tested, 1% active; AID 588453; note: potency is the fitted concentration of half-maximal effect; % is set by controls: 0 for no effect and ±100 for the full control effect; nearly all actives have a fitted effect of over 65% in size
#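 Rat TrxR1 (90 nM in the dispensed reagent) was pre-reduced with 400 uM NADPH for 5 min at room temperature, then incubated with compound for 15 min. After 400 uM selenite was added, NADPH fluorescence (Ex 340/Em 450 nm) was followed for 8 min.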
# D2 antag = antagonists of human D2 dopamine receptor; P14416; inhibition, % at 10 µM; 340,000 tested, 2% active; HEK293 TREx D2 cells, calcium flux, dopamine EC80; in the data active = inhibition above about 30%; note: 0% is about no effect
#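 In this primary screen, negative modulation is detected by tracking calcium flux after an EC80 dopamine challenge in inducible HEK293 T-REx D2 cells preexposed to test compound for 180 s.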
# * = called active by the depositor; ? = inconclusive; · = not tested or not shown; [ ] = another dose, or the depositor's remark. Unless noted, calls come from the whole dose curve; as a rule, active = well fitted inhibition curve with a large enough effect; inconclusive = small, poorly fitted or top-dose-only effect; inactive = no such curve, though single readings can be large or run the other way.
mol,IDH1 R132H inh,TrxR1 inh,D2 antag,TRHR enhancer,TRHR ag,D2 agonist,PI4K2A inh,USP1 inh,TrxR1 substrate
Clc1cc(Cl)cc(C2=NCCC(c3ccccc3)O2)c1 (centres undefined),·,·,30,1,-0.4,0.1,·,·,·
COc1cc(OC)cc(C(=O)Nc2nnc3n2CCS3)c1,-12%,-3%[57.1 µM],·,-1,0.3,·,-7,-13%,-12%[57.1 µM]
Brc1ccccc1-c1nnc(COc2ncnc3ccccc23)o1,-5%,7%,-7,2,0.3,1.2,6,-9%,3%
Cc1cc(C(=O)N/N=C\c2cc(C(C)(C)C)c(O)c(C(C)(C)C)c2)n[nH]1,-4%,9%,-25,-8,-1.0,-2.3,-7,-22%,-5%
O=C(CN1CCCCCCC1)N/N=C/c1ccccc1F,3%,3%,6,4,-0.6,4.9,-2,-8%,1%
Cc1c(C#N)c2ncn(CC#N)c(=O)c2n1-c1ccccc1,2%,3%[57.1 µM],-10,5,0.7,0.9,-2,-12%,-1%
COC(=O)/C(=C1/Oc2cc3c(cc2S1)OCO3)C(F)(F)F,2%,-7%,-10,4,0.0,1.2,0,-4%,0%
CCCCn1c(N)c(N(CCOC)C(=O)COC(=O)CNC(=O)c2ccc(Cl)c(Cl)c2)c(=O)[nH]c1=O,13%,19%,·,·,·,·,-3,-19%,6%
CC1(C)Cc2nc3oc4c(NCc5ccccc5)ncnc4c3cc2CO1,0%,-1%,19,5,0.4,-0.4,-5,3%,52%[activator]
O=C(CN1C(=O)NC2(CCc3ccccc32)C1=O)Nc1cc(C(F)(F)F)ccc1N1CCOCC1 (centres undefined),2%,11%,·,-5,1.2,·,-4,-18%,2%
O=C(c1ccsc1)N1CCN(C(=O)c2cccs2)CC1,1%,9%[11.4 µM],-13,8,-0.7,1.0,7,-23%,-14%[11.4 µM]
O=C(COc1ccc2ccccc2c1)NNC(=O)Cc1cccc2ccccc12,4%,11%[57.1 µM],-18,3,0.4,-0.2,10,-11%,-1%
COc1cccc(C(=O)Nc2ccc(NC(=O)C3C4C=CC(C4)C3C(=O)O)cc2)c1 (centres undefined),9%,-14%,-22,16,0.1,0.3,-5,0%,-10%
Nc1ccc2cn[nH]c2c1,7%,19%,27,-5,-0.6,-2.1,-2,-26%,11%
CCOc1ccccc1NC(=O)Cn1cnc2c(cnn2-c2ccc(C)c(C)c2)c1=O,3%,3%,-32,-2,-0.6,-0.6,-2,-7%,11%[57.1 µM]
CC(=O)Nc1ccccc1C(=O)N1CCN(Cc2ccccc2)CC1,12%,-1%,1,-3,-0.5,-0.2,-2,-22%,4%
CCOc1ccc(S(=O)(=O)N2CCN(c3ccc(Cl)c(Cl)c3)CC2)c2ccccc12,-8%,20%,·,-6,1.6,·,3,-20%,5%
Cc1csc(NC(=O)c2sc3nc(-c4cccs4)ccc3c2N)n1,11%,-3%,-3,6,51*,24,-3,?,6%
Cc1[nH]c2ccc(C(=O)NCc3ccccn3)cc2c1C,-7%,9%,·,-4,-0.1,·,-5,-6%,0%
CCn1ccnc1CN(C)C(=O)CCc1nnc(CCC2CCCCC2)o1,-2%,10%[11.4 µM],-12,5,0.1,0.3,1,?,10%[57.1 µM]
Cc1ccc(Nc2nnc(SCC(=O)NCc3ccco3)s2)cc1,13%,-17%,4,4,-0.2,0.6,-24,-3%,-1%
COc1cccc(NC(=O)C(C)OC(=O)c2n[nH]c3ccccc23)c1 (centres undefined),-3%,6%,-19,-4,0.4,-0.3,-1,-26%,-5%
CCC(C)C1Nc2ccc(C(=O)NCCc3ccc(OC)c(OC)c3)cc2NC1=O (centres undefined),-2%,17%[57.1 µM],7,-5,0.0,0.1,4,-14%,4%[57.1 µM]
C[C@H](NC(=O)c1ccco1)C(=O)Nc1ccc2c(c1)OCO2,-7%,10%[57.1 µM],-6,7,1.2,2.2,2,-22%,3%[57.1 µM]
CCOC(=O)C1(Cc2ccccc2)CCN(C2Cc3ccccc3C2)CC1,2%,-5%,25,-3,1.1,6.4,-19,-8%,0%
CCCCn1c(N)c(N(CC(C)C)C(=O)CC(NC(=O)c2ccccc2)c2ccccc2)c(=O)[nH]c1=O (centres undefined),-1%,-7%,22,-11,-0.2,0.8,1,-17%,-8%
CCOc1cc(C(=O)Nc2cc3c(cc2N2CCCC2)n(C)c(=O)n3C)cc(OCC)c1OCC,13%,?,23,1,0.1,0.3,-1,-9%,?
CC(=O)Nc1ccc(C2=NNC(=Nc3cccc(S(=O)(=O)N(C)C)c3)SC2)cc1,41µM*,0%,6,0,0.0,-1.0,-28,10µM*,-4%
CCOc1ccc(CCNC(=O)C2CCN(c3ncnc4c3nc3n4CCCCC3)CC2)cc1,-13%,2%,·,1,-0.6,-1.3,-6,-6%,-7%
CN(CC(=O)Nc1ccc(Cl)c(C(F)(F)F)c1)C(=O)c1cc(-c2ccncc2)nc2ccccc12,-5%,1%,18,2,0.6,0.3,0,-22%,-10%
O=C(COCc1cc(-c2cccs2)on1)NCc1ccc(Cl)cc1,0%,0%,·,16,-0.9,-0.9,4,-16%,-4%
CC(C)CCn1cnc2c(cnn2-c2ccc(Cl)cc2)c1=O,-3%,14%,-10,-1,0.9,-0.4,-10,2%,5%
Cc1ccc(C)c(NC(=O)CN2C(=O)CCc3ccccc32)c1,13%,6%,·,2,0.0,-0.4,3,-19%,3%
Oc1[nH]c2ccc(Br)cc2c1N=Nc1nn[nH]n1,6%,-2%,-11,-7,0.2,-0.5,-6,-22%,-10%
Cc1ccccc1C(=O)N1CCC(C(=O)Nc2ccc(S(=O)(=O)N3CCOCC3)cc2)CC1,2%,47%[activator],-10,-6,-0.1,-0.2,0,-17%,9%
O=C1NC2(CCCC2)C(=O)N1CC(=O)N(Cc1ccccc1)c1ccccc1,-12%,-13%[57.1 µM],-1,2,0.0,0.5,-2,0%,-7%[57.1 µM]
Cc1cccc(C)c1NC(=O)CN(C)C(=O)CCC(=O)c1ccccc1,-12%,-8%,-16,-5,-0.1,0.6,-3,-19%,-3%
O=C(Oc1ccc(-c2cnc3ccccc3n2)cc1)c1ccc(Br)o1,-4%,-7%,-10,4,-0.1,0.1,4,-6%,-6%
COc1ccc(NC(=O)C2CCCN(S(=O)(=O)c3ccc4c(c3)CCCN4C(C)=O)C2)cc1Cl (centres undefined),-4%,15%,4,-1,-0.1,0.2,-4,-13%,3%
COc1ccccc1CC(=O)Nc1ccc2nc(Nc3cccc(C(F)(F)F)c3)cc(C)c2c1,-4%,12%,·,4,0.2,-0.9,4,?,23%
COc1ccc(NC(=O)c2cccc(C#N)c2)cc1NS(=O)(=O)c1ccc(F)cc1,5%,-6%,-6,1,-0.1,1.5,-3,-20%,-11%
CC(C)C(=O)Nc1ccc(S(=O)(=O)Nc2ccccn2)cc1,9%,-6%[57.1 µM],-4,-6,-0.5,-4.1,-3,-18%,-5%[57.1 µM]
C1=C(c2ccccc2)CCN(c2nc3ccccc3n3cnnc23)C1,6%,4µM*,-17,4,0.4,0.4,5,-14%,14%
CCCC(=O)c1c[nH]c(C(=O)N2CCOCC2)c1,-1%,19%[57.1 µM],-6,36*,0.8,-1.4,4,-19%,6%[57.1 µM]
COC(=O)c1cc(-c2ccc(S(=O)(=O)N3CCCCC3)cc2)c(C(F)(F)F)s1,9%,2%,4,11,0.1,0.7,-5,-21%,-1%
O=c1ccc(-c2ccc(S(=O)(=O)Nc3ccccc3Cl)o2)n[nH]1,0%,?,-21,11,0.2,0.1,6,-15%,-4%
Cc1cc(C(=O)Nc2ccc(Cl)cc2)n(-c2ccccc2)n1,-9%,5%,-6,-2,0.4,-1.5,-3,-22%,1%
COc1ccc(-c2cc(NCc3ccc(F)cc3)n3cnnc3n2)cc1,9%,21%,·,0,-1.8,0.3,-2,-11%,7%
CCCC(=O)Oc1ccccc1C1SCc2cc(C)c(C)cc2CS1,2%,14%,-3,1,0.9,0.0,3,-18%,2%
CCOC(=O)CC1COCCN1Cc1cn[nH]c1-c1cc(OC)c(OC)c(OC)c1 (centres undefined),-1%,11%,·,-1,-0.1,·,-7,-19%,2%
O=C(CC1C(=O)NCCN1Cc1ccccc1)NCCCOc1cccnc1 (centres undefined),2%,8%[57.1 µM],-6,12,0.2,0.3,-1,-4%,6%[57.1 µM]
Cn1ncc(C(=O)N2CCN(c3ccc(F)cc3)CC2)c1C1CCN(C(=O)OC(C)(C)C)CC1,2%,13%,·,4,-0.7,-1.5,2,-23%,7%
NC(=O)C1=C[C@@H](c2ccc(C(F)(F)F)cc2)C[C@@H](OCCCCO)O1,18%,12%,13,1,-0.2,0.0,-3,-20%,11%

# Compounds as they come (roughly 3.9% active in at least one column).
